Compound activity (PubChem)
NFkB binder: NF-kappa-B p105 (human) binding; P19838; Small molecule microarray, anti-His fluorescence binding; calls only; 17,000 compounds, 1.3% hits;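 active = spot fluorescence over background significantly raised, with a chance value under 7% in all four replicate spots of the compound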;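 also: probe protein is his-tagged human p50 processed subunit at 1 µg/ml; raw spot fluorescence signals with no normalization applied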
Target sequence (P19838 1-433 limits assumed): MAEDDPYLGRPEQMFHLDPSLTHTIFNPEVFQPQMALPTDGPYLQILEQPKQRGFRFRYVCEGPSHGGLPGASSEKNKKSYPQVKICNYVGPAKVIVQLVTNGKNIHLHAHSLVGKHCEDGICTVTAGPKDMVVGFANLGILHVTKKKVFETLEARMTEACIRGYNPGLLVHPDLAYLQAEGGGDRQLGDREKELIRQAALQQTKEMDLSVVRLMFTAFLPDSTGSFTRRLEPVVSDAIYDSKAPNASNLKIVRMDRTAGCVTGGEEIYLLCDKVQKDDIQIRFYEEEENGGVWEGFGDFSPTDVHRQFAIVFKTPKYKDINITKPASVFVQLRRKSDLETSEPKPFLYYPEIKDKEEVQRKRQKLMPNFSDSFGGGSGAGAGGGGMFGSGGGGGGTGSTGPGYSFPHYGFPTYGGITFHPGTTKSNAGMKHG
Calls only.

`CNC[C@@H]1OCCCC[C@H](C)Oc2ccc(NS(=O)(=O)c3cccs3)cc2C(=O)N([C@H](C)CO)C[C@@H]1C` gave NFkB binder inactive.
Cc1noc(C)c1NC(=O)Nc1ccc2c(c1)C(=O)N([C@@H](C)CO)C[C@H](C)[C@H](CN(C)Cc1ccncc1)OCCCC[C@@H](C)O2 was read as NFkB binder inactive.
For O=C(O)c1ccc(NS(=O)(=O)c2cccc(C(=O)Nc3ccccc3)c2)cc1 the results were NFkB binder inactive.
`Clc1ccc(-c2csc3ncnc(NCCN4CCOCC4)c23)cc1` gave NFkB binder inactive.
C[C@@H]1CN([C@@H](C)CO)C(=O)c2cc(NC(=O)Nc3ccc4c(c3)OCO4)ccc2O[C@H]1CN(C)C(=O)Nc1ccc2c(c1)OCO2 was read as NFkB binder inactive.
CNC[C@@H]1OCCCC[C@@H](C)Oc2ccc(NC(=O)CCC(F)(F)F)cc2C(=O)N([C@@H](C)CO)C[C@@H]1C was read as NFkB binder inactive.
COc1ccc(CN(C)C[C@@H]2Oc3c(NS(=O)(=O)c4ccc(OC)cc4)cccc3C(=O)N([C@H](C)CO)C[C@@H]2C)cc1 was read as NFkB binder inactive.
Cc1cc2nsnc2c(S(=O)(=O)NCC(=O)O)c1C was read as NFkB binder inactive.
COc1ccc(S(=O)(=O)Nc2ccc3c(c2)C(=O)N([C@H](C)CO)C[C@H](C)[C@H](CN(C)Cc2ccncc2)O3)cc1 was read as NFkB binder inactive.
CC(C)NC(=O)N(C)C[C@H]1Oc2ccc(NC(=O)CCC(F)(F)F)cc2CC(=O)N([C@H](C)CO)C[C@@H]1C was read as NFkB binder inactive.
For COc1ccc(NC(=S)NCc2ccccn2)cc1OC the results were NFkB binder inactive.
CCOc1cc(/C=C(/C#N)C(N)=O)cc(CSc2ccccc2)c1O was read as NFkB binder inactive.
`C[C@@H]1CN([C@@H](C)CO)C(=O)CCCn2cc(nn2)CO[C@@H]1CN(C)C(=O)C1CC1` gave NFkB binder inactive.
Cc1noc(C)c1NC(=O)Nc1ccc2c(c1)C(=O)N([C@@H](C)CO)C[C@@H](C)[C@H](CN(C)C)OCCCC[C@@H](C)O2 was read as NFkB binder inactive.
CNC[C@@H]1Oc2ccc(NC(=O)CCC(F)(F)F)cc2CC(=O)N([C@H](C)CO)C[C@H]1C was read as NFkB binder inactive.
C[C@H]1CN([C@@H](C)CO)C(=O)CCCn2nncc2CO[C@@H]1CN(C)Cc1ccncc1 was read as NFkB binder inactive.
`C#C[C@]1(O)CC[C@H]2[C@@H]3CCc4cc(OC)ccc4[C@H]3CC[C@@]21C` gave NFkB binder inactive.
For Cc1ccc(-c2csc3nc(SCC(=O)O)n(-c4ccccc4)c(=O)c23)cc1 the results were NFkB binder inactive.
CC(C)NC(=O)Nc1ccc2c(c1)C(=O)N([C@@H](C)CO)C[C@H](C)[C@H](CN(C)C(=O)C1CCCCC1)OCCCC[C@H](C)O2 was read as NFkB binder inactive.
For C[C@@H]1CN([C@H](C)CO)C(=O)c2cccc(NC(=O)Nc3ccc4c(c3)OCO4)c2O[C@H]1CN(C)C(=O)Nc1ccc(C(F)(F)F)cc1 the results were NFkB binder inactive.
Screening C[C@H](CO)N1C[C@H](C)[C@@H](CN(C)C)Oc2ccc(NS(=O)(=O)c3cn(C)cn3)cc2C1=O returned NFkB binder inactive.
For C[C@@H]1CCCCO[C@H](CN(C)S(=O)(=O)c2ccc(Cl)cc2)[C@H](C)CN([C@H](C)CO)C(=O)c2cc(NC(=O)Cc3ccccc3)ccc2O1 the results were NFkB binder inactive.
Screening O=C1O[C@H](c2ccccc2)[C@H](c2ccccc2)N2[C@H]1[C@@H](C(=O)O)[C@]1(C(=O)Nc3ccc(C#CC4(O)CCCCCC4)cc31)[C@H]2c1ccc(O)cc1 returned NFkB binder inactive.
For Cc1ccc(Cl)cc1NC(=O)CC(C(=O)O)N1CCNCC1 (stereo not given) the results were NFkB binder inactive.
`C[C@@H]1CCCCO[C@@H](CN(C)C)[C@@H](C)CN([C@@H](C)CO)C(=O)c2cc(NS(C)(=O)=O)ccc2O1` gave NFkB binder inactive.
For C[C@@H]1CN([C@H](C)CO)C(=O)c2cc(NC(=O)c3ccccc3)ccc2O[C@@H](C)CCCCO[C@H]1CN(C)C(=O)Nc1ccccc1 the results were NFkB binder inactive.
For Cc1nc(-c2ccccc2)sc1C(=O)C1C(=O)C(=O)N(CCN(C)C)C1c1ccccc1 (stereo not given) the results were NFkB binder inactive.
Screening O=C(CNS(=O)(=O)c1cc(Cl)ccc1Cl)Nc1ccc2c(c1)OCCO2 returned NFkB binder inactive.
For O=C(c1ccccc1)N1CCN(c2ccc([N+](=O)[O-])c(NCc3cccnc3)c2)CC1 the results were NFkB binder inactive.
`COc1ccccc1NC(=O)CNC(=O)c1ccccc1Cl` gave NFkB binder inactive.
Screening O=C1c2c(O)cc(O)cc2OC(c2ccc(O)cc2)C1C1C(=O)c2c(O)cc(O)cc2OC1c1ccc(O)cc1 (stereo not given) returned NFkB binder inactive.
`C[C@@H]1CCCCO[C@@H](CN(C)C)[C@H](C)CN([C@@H](C)CO)C(=O)c2cc(NS(=O)(=O)c3cccs3)ccc2O1` gave NFkB binder inactive.
For CO[C@H]1C(=O)c2c(O)c(CC=C(C)C)c(O)c(CC=C(C)C)c2O[C@@H]1c1ccc(O)cc1 the results were NFkB binder inactive.
C[C@H](CO)N1C[C@H](C)[C@@H](CN(C)Cc2ccc(Oc3ccccc3)cc2)Oc2ccc(NC(=O)CCCN(C)C)cc2CC1=O was read as NFkB binder inactive.
N#CCCN(CCC#N)C(=O)c1cccc([N+](=O)[O-])c1 was read as NFkB binder inactive.
`CNC[C@@H]1OCCCC[C@H](C)Oc2ccc(NC(=O)C3CCCCC3)cc2C(=O)N([C@H](C)CO)C[C@@H]1C` gave NFkB binder inactive.
`O=C(NC1CC1)C1=C[C@H](c2coc3ccccc3c2=O)C[C@H](OCCCCO)O1` gave NFkB binder inactive.
`O=C(Nc1ccc(Cl)cc1C(=O)NCCO)c1ccc(Cl)cc1Cl` gave NFkB binder inactive.
For CC(=O)OC[C@]12CCC(C)=CC1O[C@@H]1[C@H](O)[C@@H](O[C@H]3O[C@H](CO)[C@@H](O)[C@H](O)[C@H]3O)[C@@]2(C)C12CO2 (stereo not given in full) the results were NFkB binder inactive.
Screening C[C@@H]1CCCCO[C@@H](CN(C)C(=O)Nc2ccccc2)[C@H](C)CN([C@@H](C)CO)C(=O)c2cc(NS(C)(=O)=O)ccc2O1 returned NFkB binder inactive.
Screening C[C@@H]1CN([C@H](C)CO)C(=O)c2cccc(NC(=O)NC3CCCCC3)c2O[C@H]1CN(C)C(=O)Nc1cccc2ccccc12 returned NFkB binder inactive.
For COC1CC(OC(O)C(O)C(O)C(O)C(O)CO)c2c(cc3cc(C)oc(=O)c3c2O)OC1=O (stereo not given) the results were NFkB binder inactive.
For CC(C)NC(=O)Nc1ccc2c(c1)C(=O)N([C@H](C)CO)C[C@H](C)[C@@H](CN(C)Cc1ccccc1)OCCCC[C@H](C)O2 the results were NFkB binder active.
For Cc1nc(S(=O)(=O)N[C@@H]2CCN(Cc3ccc(OCCO)cc3)C2)cn1C the results were NFkB binder inactive.
Screening Cc1noc(C)c1S(=O)(=O)N(C)C[C@@H]1OCCCC[C@@H](C)Oc2ccc(N(C)C)cc2C(=O)N([C@H](C)CO)C[C@H]1C returned NFkB binder active.
For C[C@H](CO)N1C[C@H](C)[C@@H](CN(C)Cc2ccncc2)Oc2ccc(NC(=O)CCCN(C)C)cc2CC1=O the results were NFkB binder inactive.
C[C@@H]1CN([C@H](C)CO)C(=O)c2cc(NS(=O)(=O)c3cccs3)ccc2O[C@@H](C)CCCCO[C@H]1CN(C)S(=O)(=O)c1cccs1 was read as NFkB binder inactive.
`COc1ccc(NC(=O)C(OC(=O)c2ccccc2)c2cccs2)cc1` (stereo not given) gave NFkB binder inactive.
C=CCOC(=O)C1=C[C@H](c2coc3ccccc3c2=O)C[C@H](OCCCCO)O1 was read as NFkB binder inactive.
`C[C@@H]1CCCCO[C@@H](CN(C)Cc2ccc(C(=O)O)cc2)[C@H](C)CN([C@@H](C)CO)C(=O)c2cc(NC(=O)C3CCCCC3)ccc2O1` gave NFkB binder inactive.
Screening C[C@H](CO)N1C[C@H](C)[C@H](CN(C)C(=O)Nc2ccccc2)Oc2ccc(NC(=O)CCC(F)(F)F)cc2C1=O returned NFkB binder inactive.
`C[C@@H]1O[C@@H](O[C@H]2[C@@H]3C=CO[C@@H](O[C@@H]4O[C@H](CO)[C@@H](O)[C@H](O)[C@H]4O)[C@@H]3[C@@]3(CO)O[C@@H]23)[C@H](OC(=O)/C=C/c2ccc(O)cc2)[C@H](O)[C@H]1O` gave NFkB binder inactive.
For C[C@H](CO)N1C[C@H](C)[C@@H](CN(C)C(=O)Nc2ccccc2)Oc2ccc(N(C)C)cc2C1=O the results were NFkB binder inactive.
COc1ccc([C@H]2C[C@H]3C(Br)=CC2C(=O)[C@]32CO2)cc1OC was read as NFkB binder inactive.
Screening C[C@H](CO)N1C[C@H](C)[C@@H](CN(C)CC2CC2)Oc2ccc(NS(C)(=O)=O)cc2CC1=O returned NFkB binder inactive.
Screening CCOC(=O)CSc1nc(-c2ccccc2)c2cc(Cl)ccc2n1 returned NFkB binder inactive.
Screening C[C@H]1CN([C@@H](C)CO)C(=O)c2cccc(NS(C)(=O)=O)c2O[C@H]1CN(C)S(=O)(=O)c1cccs1 returned NFkB binder inactive.
C[C@H](CO)N1C[C@H](C)[C@@H](CN(C)Cc2ccc(C(F)(F)F)cc2)OCCCC[C@H](C)Oc2ccc(N(C)C)cc2C1=O was read as NFkB binder inactive.
Cc1[nH]c2ccccc2c1C(=O)CSc1nncn1C was read as NFkB binder inactive.
C[C@H](CO)N1C[C@H](C)[C@H](CN(C)C(=O)Nc2ccc3c(c2)OCO3)OCCCC[C@H](C)Oc2ccc(NC(=O)c3ccccc3)cc2C1=O was read as NFkB binder inactive.

For reference, 10 of the compounds above:
CNC[C@@H]1Oc2ccc(NC(=O)CCC(F)(F)F)cc2CC(=O)N([C@H](C)CO)C[C@H]1C was read as NFkB binder inactive.
C[C@H]1CN([C@@H](C)CO)C(=O)CCCn2nncc2CO[C@@H]1CN(C)Cc1ccncc1 was read as NFkB binder inactive.
`C#C[C@]1(O)CC[C@H]2[C@@H]3CCc4cc(OC)ccc4[C@H]3CC[C@@]21C` gave NFkB binder inactive.
For Cc1ccc(-c2csc3nc(SCC(=O)O)n(-c4ccccc4)c(=O)c23)cc1 the results were NFkB binder inactive.
CC(C)NC(=O)Nc1ccc2c(c1)C(=O)N([C@@H](C)CO)C[C@H](C)[C@H](CN(C)C(=O)C1CCCCC1)OCCCC[C@H](C)O2 was read as NFkB binder inactive.
For C[C@@H]1CN([C@H](C)CO)C(=O)c2cccc(NC(=O)Nc3ccc4c(c3)OCO4)c2O[C@H]1CN(C)C(=O)Nc1ccc(C(F)(F)F)cc1 the results were NFkB binder inactive.
Screening C[C@H](CO)N1C[C@H](C)[C@@H](CN(C)C)Oc2ccc(NS(=O)(=O)c3cn(C)cn3)cc2C1=O returned NFkB binder inactive.
For C[C@@H]1CCCCO[C@H](CN(C)S(=O)(=O)c2ccc(Cl)cc2)[C@H](C)CN([C@H](C)CO)C(=O)c2cc(NC(=O)Cc3ccccc3)ccc2O1 the results were NFkB binder inactive.
Screening O=C1O[C@H](c2ccccc2)[C@H](c2ccccc2)N2[C@H]1[C@@H](C(=O)O)[C@]1(C(=O)Nc3ccc(C#CC4(O)CCCCCC4)cc31)[C@H]2c1ccc(O)cc1 returned NFkB binder inactive.
For Cc1ccc(Cl)cc1NC(=O)CC(C(=O)O)N1CCNCC1 (stereo not given) the results were NFkB binder inactive.

Following part
`COc1ccc(CN(C)C[C@H]2OCCCC[C@H](C)Oc3ccc(NC(=O)Nc4ccc(F)cc4)cc3C(=O)N([C@H](C)CO)C[C@H]2C)cc1` gave NFkB binder inactive.
`C[C@H](CO)N1C[C@H](C)[C@H](CN(C)S(=O)(=O)c2ccccc2)OCCCC[C@H](C)Oc2ccc(NC(=O)C3CCCCC3)cc2C1=O` gave NFkB binder inactive.
Screening Cc1cc(Cl)c(S(N)(=O)=O)cc1OCC(=O)NC1CCCCC1 returned NFkB binder inactive.
`C[C@H](CO)N1C[C@H](C)[C@@H](CN(C)C(=O)Nc2ccc(F)cc2)OCCCC[C@H](C)Oc2ccc(NS(=O)(=O)c3ccccc3)cc2C1=O` gave NFkB binder inactive.
C[C@H](CO)N1C[C@H](C)[C@H](CN(C)C)Oc2ccc(NS(=O)(=O)c3ccccc3)cc2C1=O was read as NFkB binder inactive.
For C[C@H](CO)N1C[C@H](C)[C@H](CN(C)C(=O)Nc2cccc3ccccc23)Oc2c(NC(=O)C3CCOCC3)cccc2C1=O the results were NFkB binder inactive.
`Cc1noc(C)c1NC(=O)N(C)C[C@H]1OCCCC[C@H](C)Oc2ccc(NC(=O)CCC(F)(F)F)cc2C(=O)N([C@H](C)CO)C[C@@H]1C` gave NFkB binder inactive.
For C[C@@H]1CCCCO[C@@H](CN(C)Cc2ccc(C(=O)O)cc2)[C@@H](C)CN([C@@H](C)CO)C(=O)c2cc(NS(=O)(=O)c3cn(C)cn3)ccc2O1 the results were NFkB binder inactive.
Screening C[C@H](CO)N1C[C@H](C)[C@@H](CN(C)S(=O)(=O)c2cn(C)cn2)Oc2c(NC(=O)C3CC3)cccc2C1=O returned NFkB binder inactive.
For O=C(CC(C(=O)O)N1CCCCC1)Nc1ccccc1 (stereo not given) the results were NFkB binder inactive.
Screening C[C@H]1CN([C@@H](C)CO)C(=O)CCCn2nncc2CO[C@H]1CN(C)C(=O)c1ccccc1 returned NFkB binder inactive.
`Cc1noc(C)c1NC(=O)Nc1ccc2c(c1)C(=O)N([C@@H](C)CO)C[C@@H](C)[C@@H](CN(C)C(=O)C1CCCCC1)OCCCC[C@H](C)O2` gave NFkB binder inactive.
`C[C@@H]1CN([C@H](C)CO)C(=O)c2cccc(NC(=O)Nc3ccc(C(F)(F)F)cc3)c2O[C@@H]1CN(C)S(=O)(=O)c1cn(C)cn1` gave NFkB binder inactive.
Screening Cc1noc(C)c1S(=O)(=O)N(C)C[C@@H]1Oc2ccc(N(C)C)cc2CC(=O)N([C@H](C)CO)C[C@@H]1C returned NFkB binder inactive.
`O=C(NCCCn1ccnc1)c1csc2ccccc12` gave NFkB binder inactive.
Screening CC(C)NC(=O)Nc1cccc2c1O[C@H](CN(C)Cc1ccccc1)[C@H](C)CN([C@@H](C)CO)C2=O returned NFkB binder inactive.

Not all compounds are listed. The share of hits here may be higher or lower than overall.
